From PubChem
AHR act: activates the human aryl hydrocarbon receptor; AHR-responsive luciferase reporter cells, luminescence; activation, % at 5 µM; hit rate 2.5% among 320,000; AID 2796; in the data active means activation above about 47%;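 further: 0% = vehicle wells and 100% = reference agonist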
procasp7 counter: activates human procaspase-7, counter-screen for procaspase-3 activators; recombinant procaspase-7, Ac-DEVD-pNA absorbance 405 nm; D23A/D198A/D206A triple mutant, cannot self-cleave; scale: DMSO 0, 5 µM enzyme 100; activation, % at 8.5 µM; hit rate 0.093% among 330,000; AID 463210;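 active means percent activation above the screen-wide mean plus 3 SD, cut at about 25% in these data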
Target sequence (P55210 whole entry D23A/D198A/D206A): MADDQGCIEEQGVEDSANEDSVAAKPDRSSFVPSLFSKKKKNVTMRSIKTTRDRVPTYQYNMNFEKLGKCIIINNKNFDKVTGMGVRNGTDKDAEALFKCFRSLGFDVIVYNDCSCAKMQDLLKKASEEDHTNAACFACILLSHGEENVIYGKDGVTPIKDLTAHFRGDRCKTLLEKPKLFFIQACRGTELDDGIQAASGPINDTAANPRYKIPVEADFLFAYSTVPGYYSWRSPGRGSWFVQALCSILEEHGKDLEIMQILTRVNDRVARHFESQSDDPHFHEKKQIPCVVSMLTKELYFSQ
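buffer or medium = Zinc-free HEPES/NaCl buffer, pH 7.4 | material = Procaspase-7 triple mutant (PC-7 D3A) | input = 2 µM procaspase-7 mutant as dispensed | signal = Epi-absorbance of released pNA at 405 nm, two timepoints | timing = 1 h preincubation, 2 h reaction | replicates = singlicate compound testing | evaluation = % activation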
TPT1 inhibitor: C. albicans TPT1 enzyme inhibition. recombinant caTPT1, FP RNA substrate dephosphorylation. AID 1962. hit rate 0.81% among 300,000. inhibition, % at 5 µM;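 active means inhibition above the mean of all tested compounds plus 3 SD, set per screening campaign, cut at about 24% in these data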;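 further: plate controls were DMSO alone for no effect and ferristatin control at 100 nM for full effect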
PP5 inh: inhibitors of human protein phosphatase 5 (PP5) | inhibition, % at 6.7 µM | purified PP5c, OMFP substrate fluorescence | hit rate 0.18% among 320,000;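 active means inhibition above the campaign's mean inhibition across all tested compounds plus 3 SD, cut at about 9.5% in these data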;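 further: 0% = DMSO only and 100% = 100 µM cantharidin control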
Target sequence (P53041 whole entry, looked up): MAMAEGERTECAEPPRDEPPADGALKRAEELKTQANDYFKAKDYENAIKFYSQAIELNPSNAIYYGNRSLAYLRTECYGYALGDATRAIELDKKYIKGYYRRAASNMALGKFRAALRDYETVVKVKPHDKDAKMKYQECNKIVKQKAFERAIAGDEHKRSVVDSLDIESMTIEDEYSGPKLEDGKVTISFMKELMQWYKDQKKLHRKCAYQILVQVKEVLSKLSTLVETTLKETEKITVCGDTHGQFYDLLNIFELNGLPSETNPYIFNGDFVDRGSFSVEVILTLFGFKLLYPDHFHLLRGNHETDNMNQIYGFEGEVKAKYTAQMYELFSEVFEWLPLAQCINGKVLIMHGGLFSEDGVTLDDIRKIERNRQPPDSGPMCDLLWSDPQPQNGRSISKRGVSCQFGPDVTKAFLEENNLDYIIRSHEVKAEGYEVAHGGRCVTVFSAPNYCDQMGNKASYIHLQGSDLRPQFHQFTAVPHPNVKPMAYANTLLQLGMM
Fh CTSL1 inh: counter-screen for PFM18AAP inhibitors: inhibitors of F. hepatica cathepsin L1. recombinant F. hepatica cathepsin L1, Z-Leu-Arg-MCA fluorescence. inhibition, % at 5.96 µM. hit rate 0.49% among 300,000. AID 1906;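 active means inhibition above the mean of all tested compounds plus 3 SD, set per screening campaign, cut at about 17% in these data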;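 further: 0% = plate median of test compound wells and 100% = 1 µM Z-Phe-Ala-diazomethylketone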
PAFAH2 inh: inhibitors of human PAFAH2. hit rate 0.99% among 340,000. recombinant PAFAH2, FP-rhodamine activity probe, fluorescence polarization. Q99487. inhibition, % at 3.39 µM;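 active means inhibition above the mean over all tested compounds plus 3 SD, cut at about 30% in these data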;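 further: inhibitors block probe labeling of enzyme so polarization drops; 0% = enzyme with DMSO and 100% = wells lacking PAFAH2 protein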
proCasp3 act: activates human procaspase-3; P42574; recombinant procaspase-3 D3A, Ac-DEVD-pNA absorbance 405 nm; activation, % at 8.5 µM; hit rate 0.11% among 330,000; AID 463141;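 active means activation above the mean of all tested compounds plus 3 SD, cut at about 21% in these data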;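 further: 0% = DMSO alone and 100% = DMSO wells spiked with extra 5 µM PC-3 D3A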
Target sequence (P42574 whole entry D9A/D28A/D175A): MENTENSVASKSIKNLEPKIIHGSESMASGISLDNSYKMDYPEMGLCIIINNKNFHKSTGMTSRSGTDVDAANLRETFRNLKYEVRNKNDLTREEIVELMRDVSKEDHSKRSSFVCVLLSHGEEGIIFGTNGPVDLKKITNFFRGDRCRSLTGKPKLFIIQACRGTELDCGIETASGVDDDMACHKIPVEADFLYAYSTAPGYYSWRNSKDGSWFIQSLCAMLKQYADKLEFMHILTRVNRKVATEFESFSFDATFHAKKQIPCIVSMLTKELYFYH
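Test system: Procaspase-3 D3A mutant; medium: Zinc-free HEPES/NaCl buffer with 0.01% Triton X-100 at pH 7.4; reagent: DEVD-pNA substrate; doses: one concentration, 8.5 µM nominal, 0.8% DMSO; times: 1 h preincubation plus 2 h reaction at 25 °C; signal: Epi-absorbance at 405 nm of released p-nitroaniline, 0 and 120 min; replicates: singlicate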
PP1 counter: counter-screen for PP5 inhibitors: inhibitors of human PP1-alpha; purified PP1alpha, OMFP fluorescence; inhibition, % at 6.7 µM; hit rate 0.9% among 320,000; AID 2235;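 active means inhibition above the mean inhibition of all tested compounds plus 3 SD, computed separately for each screening campaign, cut at about 15% in these data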
core dimer inh: blocks dimerization of HCV core protein; TR-FRET GST/Flag-core106 dimerization, 1536-well; inhibition, % at 5 µM; hit rate 0.33% among 300,000;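 active means inhibition above the mean of all tested compounds plus 3 SD, set per screening campaign, cut at about 45% in these data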
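Assay system: Tagged HCV core106 pair (GST and Flag) | Buffer or medium: KF-containing HEPES buffer, pH 7.45, DTT, CHAPS, BSA | Also added: Eu donor and XL665 acceptor anti-tag antibodies | Dosing: One concentration, 5 µM, in 0.5% DMSO | Timing: 4 h at 22.5 °C | Technique: TR-FRET 671 and 617 nm emission | Repeats: Singlicate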
An asterisk follows results filed as active; . = no result given; & = joins results of further samples. Outcome played no part in choosing rows; 5.6% or so of the library scored in one or more.

| mol | AHR act | procasp7 counter | TPT1 inhibitor | PP5 inh | Fh CTSL1 inh | PAFAH2 inh | proCasp3 act | PP1 counter | core dimer inh |
| --- | --- | --- | --- | --- | --- | --- | --- | --- | --- |
| O=C(Cc1cc(=O)[nH][nH]1)N/N=C/c1c(Cl)cccc1Cl | -1&9 | -6&-14 | 0&1 | 1.0&-8.5 | -4&2 | 1&-1 | -12&-3 | 8&-3 | -4&2 |
| Cn1c(=NC(=O)C(C)(C)C)sc2cccc(F)c21 | -4 | 8 | -5 | -2.2 | 4 | -4 | 5 | -1 | -2 |
| CC(NC(=O)CSc1nnc2n1CCCCC2)c1ccccc1Cl (configuration not stated) | -2 | 9 | . | -3.7 | . | 3 | 7 | -1 | . |
| COc1ccc(CNC(=O)C2CCN(S(=O)(=O)c3cccc4nsnc34)CC2)cc1 | 0 | 8 | 0 | -2.6 | -3 | -5 | 3 | 0 | -2 |
| O=C(c1ccc(Cl)cc1)N1CCC(c2nc(-c3cccs3)no2)CC1 | -1 | -8 | 2 | 2.7 | -4 | -4 | 2 | 1 | 2 |
| C=CCCOc1ccccc1C(N)=O | 1 | -3 | 0 | -0.3 | 1 | -5 | -3 | -4 | 5 |
| COc1ccc(S(=O)(=O)CCC(=O)N2CCN(c3ccc(F)cc3)CC2)cc1 | 5 | 2 | -2 | 0.2 | -5 | 2 | -3 | 1 | 0 |
| Cc1cc(C)n2ncc(S(=O)(=O)c3ccccc3)c2n1 | 2 | -5 | -1 | -3.4 | -4 | 0 | 13 | 0 | 1 |
| COc1ccc(C(=O)OCCN2CCCCC2)cc1 | -1 | 2 | -6 | -1.1 | -3 | 1 | 15 | -2 | 2 |
| COc1ccc(S(=O)(=O)O/N=C2\CCSc3ccc(C)cc32)cc1 | 3 | 0 | 2 | -1.1 | 0 | 3 | -4 | -2 | 2 |
| Cc1cccc(NC(=O)c2nc[nH]c2C(=O)N[C@@H](C)C(=O)OCc2ccccc2)c1 | -2 | -8 | 0 | 6.1 | 3 | -7 | -9 | 7 | -3 |
| Cc1ccccc1NC(=O)C(NC1CCCCC1)C(C)C (configuration not stated) | 1 | 2 | 5 | -0.3 | -12 | 4 | -5 | -2 | 4 |
| COc1ccc(-c2cn3c(C)c(C(=O)N4CCN(c5ccc(F)cc5)CC4)sc3n2)cc1 | 8 | 5 | -3 | 3.1 | -4 | 4 | 6 | 2 | 12 |
| COc1ccc(OC)c(NC(=S)N2CCc3ccccc3C2)c1 | 13 | -8 | -2 | 3.9 | -3 | 7 | -6 | -4 | 0 |
| COC(=O)C1(C)NC(c2ccc(F)cc2)C2C(=O)N(c3ccc(C)cc3)C(=O)C21 (configuration not stated) | -1 | 4 | -2 | 1.1 | 0 | 1 | -6 | 0 | -1 |
| O=C(CCN1N=C(c2ccccc2)CCC1=O)NCC1CCCO1 (configuration not stated) | -1 | -4 | 1 | -2.7 | 4 | -1 | -3 | -3 | 1 |

Compounds listed so far with an NH in an aromatic ring, in the order listed:
| mol | AHR act | procasp7 counter | TPT1 inhibitor | PP5 inh | Fh CTSL1 inh | PAFAH2 inh | proCasp3 act | PP1 counter | core dimer inh |
| --- | --- | --- | --- | --- | --- | --- | --- | --- | --- |
| O=C(Cc1cc(=O)[nH][nH]1)N/N=C/c1c(Cl)cccc1Cl | -1&9 | -6&-14 | 0&1 | 1.0&-8.5 | -4&2 | 1&-1 | -12&-3 | 8&-3 | -4&2 |
| Cc1cccc(NC(=O)c2nc[nH]c2C(=O)N[C@@H](C)C(=O)OCc2ccccc2)c1 | -2 | -8 | 0 | 6.1 | 3 | -7 | -9 | 7 | -3 |

(more compounds)
| mol | AHR act | procasp7 counter | TPT1 inhibitor | PP5 inh | Fh CTSL1 inh | PAFAH2 inh | proCasp3 act | PP1 counter | core dimer inh |
| --- | --- | --- | --- | --- | --- | --- | --- | --- | --- |
| COC(=O)c1ccccc1N1CCS(=O)(=O)CC1 | 0 | 4 | -1 | -0.1 | -5 | 1 | 8 | -4 | 0 |
| Cc1ccc(NCC(=O)N/N=C/c2cccc(Oc3ccccc3)c2)cc1 | 38 | -6 | 1 | 1.5 | 3 | 6 | -3 | 12 | 13 |
| Cc1ccc(C(=O)Nc2c(C)n(C)n(-c3ccccc3)c2=O)cc1S(=O)(=O)N1CCCCC1 | -1 | 0 | . | . | . | 1 | 4 | . | . |
| CN(C(=O)CC1C(=O)NCCN1Cc1ccccc1C(F)(F)F)C1CCOCC1 (configuration not stated) | 1 | -5 | 1 | 0.7 | 9 | -6 | 7 | -1 | -3 |
| CCN(CC(=O)Nc1ccc2c(c1)OCCO2)CC(=O)Nc1ccccc1C(F)(F)F | 1 | 10 | . | . | . | 1 | -1 | . | . |
| O=c1[nH]c(CSc2ccccc2)nc2c1oc1ccccc12 | 20 | -7 | 1 | 0.0 | 0 | 13 | 5 | -3 | 1 |
| O=C(COC(=O)/C=C/c1cccc(C(F)(F)F)c1)NC(=O)NCc1ccco1 | 1 | 5 | . | . | . | 7 | -2 | . | . |
| O=C(CSc1nnc(-c2ccccn2)n1Cc1ccco1)c1ccccc1 | 3 | -1 | -4 | 3.1 | -4 | 2 | 4 | 5 | 1 |
| O=C(Nc1nnc(COc2ccccc2)s1)c1ccco1 | 0 | 5 | 2 | -0.1 | 2 | -2 | 10 | -6 | -1 |
| CC(C)c1ccccc1 | 0 | 2 | . | 1.0 | . | 2 | -3 | -2 | . |
| O=C(Nc1ccc(Cl)c(S(=O)(=O)N2CCCCC2)c1)C1=COCCO1 | 4 | -5 | 4 | 1.6 | 4 | 2 | 4 | -4 | -4 |
| CN=C1SC(CC(=O)Nc2ccc(N3CCOCC3)cc2)C(=O)N1C (configuration not stated) | 7 | -1 | -3 | 1.5 | -1 | 4 | -1 | -1 | -3 |
| Cc1c(Nc2nc(-c3cccc([N+](=O)[O-])c3)cs2)c(=O)n(-c2ccccc2)n1C | -2 | -1 | 1 | -0.1 | -3 | -2 | 10 | -3 | 1 |
| O=C(NN1C(=O)c2ccccc2NC1c1ccoc1)c1ccccc1 (configuration not stated) | 11 | -2 | 2 | 0.6 | 0 | 6 | -9 | -2 | 4 |
| CC(C)Sc1nnc([C@H](C)NC(=O)OC(C)(C)C)o1 | -1 | 1 | 0 | 0.9 | -3 | 3 | 9 | -1 | -2 |
| CC1=NOC(=O)/C1=C\c1ccc2c(c1)OCO2 | 1 | -3 | -1 | 3.7 | -2 | 0 | 6 | 1 | -1 |
| CCOc1ccc(OCCCN(C)C)cc1 | 3 | 13 | -2 | -2.1 | -2 | -6 | 4 | -2 | -1 |
| COc1ccc(N(CC(=O)NC(C)c2ccccc2)S(=O)(=O)c2ccc(C)cc2)cc1 (configuration not stated) | 0 | 3 | -3 | -4.1 | 5 | -9 | 3 | -4 | 6 |
| CC(C)NS(=O)(=O)c1ccc(OCC(=O)Nc2ccc3c(c2)OCO3)c(Cl)c1 | 15 | 3 | 0 | 2.1 | 3 | -1 | -13 | -2 | -1 |
| O=C(NNS(=O)(=O)c1ccc([N+](=O)[O-])cc1)c1cnn(-c2ccccc2)c1-n1cccc1 | -3 | 2 | -3 | 0.3 | 4 | -9 | -7 | 0 | -4 |
| Cc1ccc(SC(C)C(=O)Nc2ccccc2-c2ccccc2)cc1 (configuration not stated) | -3 | 2 | -6 | 2.7 | -1 | 0 | 1 | -1 | 7 |
| COc1ccc2nc(N(CCN(C)C)C(=O)/C=C/c3cccs3)sc2c1 | 15 | 3 | 3 | 2.4 | 4 | 7 | -5 | 0 | 4 |
| COc1cccc2cc(C(=O)OCC(=O)NCc3ccc4c(c3)OCO4)c(=O)oc12 | 2 | 3 | -5 | 0.8 | 6 | -1 | 3 | 4 | 2 |
| CC(C)(C)C(=O)Nc1nc(-c2ccccc2)ns1 | 8 | -5 | 1 | 4.0 | 2 | 7 | 1 | -6 | -4 |
| O=C(COC(=O)c1ccc(Cl)nc1)Nc1nnc(-c2ccccc2)o1 | 2 | -6 | 4 | 4.2 | 1 | 2 | -1 | 10 | 6 |
| COc1cc(OC)c2c(=O)cc(-c3cccnc3)oc2c1 | 62* | 2 | 2 | 0.5 | 1 | 7 | 1 | -9 | -7 |
| COc1ccc(C(=O)NCc2nc3ccccc3[nH]2)cc1OC | 4 | 4 | 0 | -2.2 | -2 | 1 | 8 | -2 | 7 |
| Cc1cc(-c2ccc(S(=O)(=O)N(C)Cc3ccccc3)cc2)on1 | 3 | 6 | 2 | -4.5 | 7 | -8 | 2 | 9 | -2 |
| O=C1CS/C(=N/N=C/c2ccccc2OS(=O)(=O)c2ccccc2)N1 | 14 | -5 | -5 | 0.8 | 4 | -11 | 6 | 0 | -1 |
| COc1ccc2occ(C(=O)c3cccs3)c2c1 | 7 | 2 | -1 | 0.9 | 1 | 1 | 7 | 1 | 1 |
| O=C(NCC(=O)N1CCN(S(=O)(=O)c2ccc3c(c2)OCCO3)CC1)c1ccccc1Cl | 0 | 13 | . | -0.3 | . | 6 | -7 | 1 | . |
| Cc1ccc(-n2c(-c3ccc(Cl)cc3)n[nH]c2=S)c(C)c1 | 0 | -13 | 1 | 0.4 | 5 | 4 | -17 | 2 | 5 |

Only AHR act, proCasp3 act and PP1 counter (three entries from above):
Compound,AHR act,proCasp3 act,PP1 counter
O=C(COC(=O)/C=C/c1cccc(C(F)(F)F)c1)NC(=O)NCc1ccco1,1,-2,.
O=C(CSc1nnc(-c2ccccn2)n1Cc1ccco1)c1ccccc1,3,4,5
O=C(Nc1nnc(COc2ccccc2)s1)c1ccco1,0,10,-6

The list continues.
| mol | AHR act | procasp7 counter | TPT1 inhibitor | PP5 inh | Fh CTSL1 inh | PAFAH2 inh | proCasp3 act | PP1 counter | core dimer inh |
| --- | --- | --- | --- | --- | --- | --- | --- | --- | --- |
| COC(=O)c1ccc(NC(=O)COc2ccc(S(=O)(=O)N3CCCCC3)cc2)cc1 | -4 | 2 | 0 | 3.1 | 2 | 10 | 9 | -2 | 3 |
| O=C(CS(=O)(=O)c1ccccc1)Nc1ccccn1 | 0 | -2 | 3 | -1.1 | 2 | 6 | 1 | -6 | 1 |
| COc1cc(Cl)c(C)cc1NC(=O)CN(C)Cc1cccc(OC)c1OC | 5 | -11 | -6 | -0.8 | 5 | 0 | 6 | -1 | -2 |
| CC(=O)C1=C(O)C(=O)N(CCC(=O)O)C1c1ccc(Cl)cc1Cl (configuration not stated) | 0 | 12 | 0 | -1.3 | 1 | -1 | 10 | -1 | 7 |
| COc1ccc(-c2ccc3oc(-c4ccsc4)cc(=O)c3c2)cc1F | 0 | 0 | . | . | . | -5 | 0 | . | . |
